High-throughput results as filed in PubChem BioAssay.
Chronic BCR inh: qHTS Assay to Find Inhibitors of Chronic Active B-Cell Receptor Signaling. ABC-DLBCL IkBa-CBG/CBR reporter, luminescence ratio, 4 h. Potency, µM (highest dose often 46.1 µM), without a hit: top-dose ratio change, negative = lower green/red ratio, most hits filed as inhibitors. 340,000 compounds, 0.05% hits; active means well fitted inhibition curve with a large enough effect in the signal ratio, with a control signal flat, not every such curve was filed as active; inconclusive means small, poorly fitted or top-dose-only effect, or effect the other way, or a change in a side signal; the % refers to the signal ratio;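 further: potency means the concentration at half of the fitted maximal effect; plate controls were basal doxycycline-induced cells for no effect and cells given 10 µM MG132 for full effect; MG132 reads +100%, hits lower the ratio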
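Compounds up to 46 uM were incubated four hours with TMD8 cells whose green CBG68 luciferase is fused to IkappaBalpha; red CBR luminescence normalised the signal, and concentration-effect curves were fitted to fusion, red and ratio data.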
Coupling enz: qHTS Assay for Inhibitors of Fructose-1,6-bisphosphate Aldolase from Giardia Lamblia: Coupling assay counterscreen; coupling enzyme system counterscreen, AmpLite Red fluorescence; AID 2472, 2010; 290,000 compounds, 0.67% hits; activity change, negative = inhibition, % at 58.2 µM, hits read low; in the data active means activity change below about -30%; further: on the % scale 0 is the no-effect control and ±100 the full control effect
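Coupling enzymes only (glyceraldehyde-3-phosphate) + compound, at 57.5 uM final, 10 min RT; add substrate/coupling/AmpLite Red mix, 20 min RT; fluorescence ex 525/em 598 nm. Actives flag coupling-system interference.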
GALK inh: qHTS Assay for Inhibitors of Human Galactokinase (GALK); Purified GALK, Kinase-Glo residual ATP luminescence; 270,000 compounds, 0.007% hits; Potency, µM (highest dose often 57.5 µM), without a hit: top-dose activity change, negative = inhibition, actives largely listed as inhibitors; further: potency means the concentration at half of the fitted maximal effect; on the % scale 0 is the no-effect control and ±100 the full control effect
Target sequence (P51570 whole entry, looked up): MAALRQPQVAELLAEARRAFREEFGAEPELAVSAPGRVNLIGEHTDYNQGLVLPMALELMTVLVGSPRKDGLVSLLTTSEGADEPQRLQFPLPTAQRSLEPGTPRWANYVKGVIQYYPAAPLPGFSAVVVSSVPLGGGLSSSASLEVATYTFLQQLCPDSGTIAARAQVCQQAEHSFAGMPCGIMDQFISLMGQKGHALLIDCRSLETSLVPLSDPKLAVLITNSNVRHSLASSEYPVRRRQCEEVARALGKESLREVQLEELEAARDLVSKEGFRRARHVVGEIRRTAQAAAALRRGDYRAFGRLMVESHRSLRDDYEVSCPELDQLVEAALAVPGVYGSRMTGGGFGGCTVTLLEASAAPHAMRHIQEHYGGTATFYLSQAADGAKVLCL
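Human GALK (5 nM) with 35 uM ATP and 100 uM galactose in 20 mM HEPES pH 8.0, 5 mM MgCl2, 60 mM NaCl, 1 mM DTT, 0.01% BSA. After 1 h at room temperature, leftover ATP was read by Kinase-Glo Plus luminescence.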
hERG WT inh: qHTS for Inhibitors of KCHN2 3.1: Wildtype qHTS. Voltage-gated inwardly rectifying potassium channel KCNH2 (Homo sapiens), Q12809. U2OS, BacMam KCNH2, thallium flux FluxOr; stronger effect = lower value. activity change, % at 1.84 µM. 340,000 compounds, 0.37% hits;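 active means maximum activity change below -70%; inconclusive means maximum activity change between -70% and -50%; inactive means maximum activity change above -50%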; further: on the % scale 0 is the no-effect control and ±100 the full control effect
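U2OS cells were transduced with wild-type KCNH2 virus (2.03 x 10^8 / mL) for 4 h at room temperature, then cultured overnight at 37 C. Thallium flux was read with FluxOr dye. Rate constants were normalized to DMSO controls.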
TSHR antag: Antagonists of the Thyroid Stimulating Hormone Receptor: HTS campaign; activity change, negative = inhibition, % at 11.5 µM; TSHR-expressing cells, TSH-stimulated cAMP HTRF, 2 h; stronger effect = lower value; 330,000 compounds, 0.2% hits; Thyrotropin receptor (Homo sapiens), P16473;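 active means activity change below a set negative limit, meaning inhibition stronger than a set level, cut at about -70% in these data; inconclusive means activity change between two set negative limits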; further: on the % scale 0 is the no-effect control and ±100 the full control effect
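Competitive HTRF cAMP read-out (cryptate anti-cAMP antibody, cAMP-d2; 30 min, room temperature) in freshly harvested TSHR cells. Compounds added before TSH at EC80 (4nM final), followed by 2 hours' incubation at 37 deg C.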
Giardia killer: Small Molecules that selectively kill Giardia lamblia: qHTS | Giardia lamblia trophozoite viability | activity change, % at 7.66 µM, hits read low | 340,000 compounds, 0.15% hits; in the data active means activity change below about -80%; inconclusive means between about -30% and that limit;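 further: parasites exposed to compound for two days anaerobically before the ATP read; on the % scale 0 is the no-effect control and ±100 the full control effect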
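ATP-content bioluminescence gauges trophozoite survival. Cells (100/well) receive compound and incubate anaerobically for 48 hrs at 37 deg C; detection reagent follows for 15-30 min at room temperature.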
TCR act: Activators of T cell receptors: qHTS campaign. Potency, µM (doses to about 9.22 µM), for the others: at the highest dose activation of IL-2 secretion, hits mostly activators. primary human leukocytes, anti-CD3, IL-2 HTRF, 48 h. 330,000 tested, under 10 active; further: % of control where 0% means no effect
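Compounds are tested in HTS on primary human leukocytes co-incubated with a-CD3 beads for 48 hr. IL-2 output is measured by time-resolved FRET.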
AT treatment: qHTS Assay for Identifying a Potential Treatment of Ataxia-Telangiectasia; […] A-T fibroblasts, KAP-1 phosphorylation AlphaLISA; neocarzinostatin DNA damage 30 min before lysis; Potency, µM (series often up to 57.5 µM), inactives show at the top dose activation, most hits filed as activators; 320,000 compounds, 0.19% hits; AID 485349, 2010; further: potency means the concentration at half of the fitted maximal effect; % of control where 0% means no effect; nearly all actives have a fitted effect of over 45% in size
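hTERT-immortalized A-T patient fibroblasts ([…]), 500 cells/well in OPTI-MEM, 1% FBS, got compounds for 60 min, then NCS for 30 min at 37C. Lysates were then assayed for phospho-KAP-1 by AlphaLISA (anti-pKAP1 donor, anti-KAP1 acceptor beads), 6 hr at 25C.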
CXXC DNA block: qHTS Fluorescence Polarization Assay for Inhibitors of MLL CXXC domain - DNA interaction; 290,000 compounds, 0.037% hits; Potency, µM (doses to about 115 µM), without a hit: at the highest dose activity change, negative = inhibition, most hits filed as inhibitors; AID 2662, 2010; MLL-CXXC / FITC-HOXA9 DNA fluorescence polarization; Histone-lysine N-methyltransferase 2A (Homo sapiens), Q03164; active means well fitted inhibition curve with a large enough effect in the polarisation, with a control signal flat, not every such curve was filed as active; inconclusive means small, poorly fitted or top-dose-only effect, or effect the other way, or a change in a side signal; inactive means no such curve, though single readings can be large or run the other way; the % refers to the polarisation; further: potency means the concentration at half of the fitted maximal effect
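Steps: dispense CXXC domain solution (7 uM) → pin compounds or unlabeled HOX-A9 DNA control → 5 min ambient → add FLSN-HOX-A9 solution (50 nM) → spin → 30 min ambient → fluorescence polarization. Tris pH 7.5/NaCl/DTT/BSA buffer.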
Tb PFK block: qHTS Assay to Find Inhibitors of T. brucei phosphofructokinase; T. brucei PFK, ADP-Glo luminescence; AID 485367, 2010; Potency, µM (highest dose often 57.5 µM), without a hit: top-dose activity, negative = inhibition, hits mostly inhibitors; 330,000 compounds, 0.17% hits; ATP-dependent 6-phosphofructokinase (Trypanosoma brucei brucei), O15648;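 further: potency means the concentration at half of the fitted maximal effect; 0% = uninhibited 1x PFK enzyme wells and -100% = no-enzyme wells; nearly all actives have a fitted effect of over 60% in size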
Target sequence (O15648 whole entry, looked up): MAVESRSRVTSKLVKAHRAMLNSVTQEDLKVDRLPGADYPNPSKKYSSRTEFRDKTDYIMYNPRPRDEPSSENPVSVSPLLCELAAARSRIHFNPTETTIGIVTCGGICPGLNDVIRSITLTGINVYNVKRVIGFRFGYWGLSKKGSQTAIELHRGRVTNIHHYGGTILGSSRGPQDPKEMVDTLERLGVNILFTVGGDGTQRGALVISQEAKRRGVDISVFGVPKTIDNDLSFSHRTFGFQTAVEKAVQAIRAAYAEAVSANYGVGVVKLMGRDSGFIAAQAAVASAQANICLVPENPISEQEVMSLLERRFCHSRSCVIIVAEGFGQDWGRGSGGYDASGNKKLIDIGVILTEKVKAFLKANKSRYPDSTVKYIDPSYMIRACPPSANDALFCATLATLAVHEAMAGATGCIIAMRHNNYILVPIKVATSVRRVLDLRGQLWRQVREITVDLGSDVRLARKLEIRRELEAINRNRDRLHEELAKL
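Activity is normalized to no-enzyme wells (full inhibition) and 1.25 nM enzyme wells (no inhibition). Reaction: 0.5 mM F6P, 0.1 mM ATP, 45 min RT, ADP-Glo luminescence; concentration-response curves fitted and classed by quality.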
* hit, by the source's call; ? = inconclusive; . = not tested or not shown; & = joins results of further samples; [ ] = another dose, or the depositor's remark. Unless noted, the call rests on the fitted dose curve; in most records, active means well fitted curve in the direction sought with a large enough effect; inconclusive means small, poorly fitted or top-dose-only effect, or another doubt; inactive means no such curve, though single readings can be large; an effect the other way counts as inactive or inconclusive.

Start of the data: the first 6 entries, to show the layout:
SMILES	Chronic BCR inh	Coupling enz	GALK inh	hERG WT inh	TSHR antag	Giardia killer	TCR act	AT treatment	CXXC DNA block	Tb PFK block
O=C(CC1SC(N2CCCCC2)=NC1=O)Nc1ccc(C(=O)NCc2ccccc2)cc1 (stereo not given)	-1%	.	.	-18	0	-6	-1%	22%	.	-1%
O=C(c1ccccc1)c1ccc(Oc2ccc(C(=O)O)c(C(=O)O)c2)cc1	8%	19	-9%	-1	2	7	1%	8%	-1%	?
N/C(=N\OC(=O)Cc1ccc(Cl)cc1)c1cccnc1	0%	1	3%	-3	-2	-5	-1%	5%	6%	-30%
Cc1noc(C)c1C(=O)N(CC(=O)NC1CCCC1)Cc1ccccc1F	0%	0	-1%	-6	3	17	2%	-5%	2%	-3%
Nc1ccc(C(=O)Nc2nccs2)cc1	?	0	9%	-11	2	3	16%	-1%	9%	-1%
O=C(CSc1nc(-c2ccccc2)cs1)NCCCN1CCCC1=O	2%	.	.	7	.	26	5%	5%	.	1%

Results, from the start:
SMILES	Chronic BCR inh	Coupling enz	GALK inh	hERG WT inh	TSHR antag	Giardia killer	TCR act	AT treatment	CXXC DNA block	Tb PFK block
O=C(CC1SC(N2CCCCC2)=NC1=O)Nc1ccc(C(=O)NCc2ccccc2)cc1 (stereo not given)	-1%	.	.	-18	0	-6	-1%	22%	.	-1%
O=C(c1ccccc1)c1ccc(Oc2ccc(C(=O)O)c(C(=O)O)c2)cc1	8%	19	-9%	-1	2	7	1%	8%	-1%	?
N/C(=N\OC(=O)Cc1ccc(Cl)cc1)c1cccnc1	0%	1	3%	-3	-2	-5	-1%	5%	6%	-30%
Cc1noc(C)c1C(=O)N(CC(=O)NC1CCCC1)Cc1ccccc1F	0%	0	-1%	-6	3	17	2%	-5%	2%	-3%
Nc1ccc(C(=O)Nc2nccs2)cc1	?	0	9%	-11	2	3	16%	-1%	9%	-1%
O=C(CSc1nc(-c2ccccc2)cs1)NCCCN1CCCC1=O	2%	.	.	7	.	26	5%	5%	.	1%
Cc1ccc(S(=O)(=O)N/N=c2\sc3ccccc3n2C)cc1	-9%	1	0%	-1	17	-12	-10%[46.1 µM]	0%	1%	-2%
CCSC(C)CC1CC(=O)CC(=O)C1 (stereo not given)	-1%	2	1%	2	6	11	-5%	11%	-14%	3%
O=C(NCCC(=O)N1CCCC(C(F)(F)F)C1)c1ccccc1Cl (stereo not given)	?	.	-4%	7	-18	14	-3%	4%	-4%	2%
CCn1cc(C(=O)O)c(=O)c2cc(F)c(N3CCN(C(=S)NC(=O)c4ccc(Br)cc4)CC3)cc21	7%	0	3%	6	-2	1	2%	0%	-12%	-8%
c1ccc(CCn2nnnc2CN2CCN(C3CCCC3)CC2)cc1	?	5	0%	11	12	-3	2%	-2%	9%	1%
COCCN(CC(=O)Nc1ccccc1C)S(=O)(=O)c1ccc(S(=O)(=O)N2CCCC2)cc1	?	2	0%	1	-6	3	0%	2%	4%	-3%
NC(=O)CSc1nnc2ccc(-c3ccc(Cl)cc3)nn12	3%	-3	1%	1	-8	10	-2%	1%	31%[activator]	4%
O=C(CN1C(=O)NC2(CCCC2)C1=O)N1CCN(c2ccccc2Cl)CC1	7%	.	.	-1	3	6	-1%	-10%	.	0%
Cc1ccc2c(c1)-c1cc(C)nn1C(c1sccc1C)N2 (stereo not given)	8%	-3	-2%	-155*	-2	26	1%	15%	5%	-10%
O=C(O)/C=C/c1cn(-c2ccccc2)nc1-c1ccccc1	0%	4	.	8	-15	3	3%	8%	3%	1%
Cc1cccc(OS(=O)(=O)NC(=O)OCC2CCCN3CCCCC23)c1 (stereo not given)	-5%	4	7%	2	7	-5	2%	-1%	12%	0%
O=C(CCCN1C(=O)/C(=C\c2ccccc2)SC1=S)Nc1ccccc1O	?	0	7%	0	-20	-2	0%	-9%	-18%	0%
Cc1ccc(C(=O)NCC2CCCO2)cc1N1CCCC1=O (stereo not given)	3%	-1	-2%	-1	-1	9	-25%	18%	5%	-2%
C=C1CCN(C(C)C(=O)O)S(=O)(=O)c2ccccc21 (stereo not given)	0%	0&0	3%	5	0	-10&25	5%	-49%	-9%	0%
CCN(CC)c1ccc2cc(C(=O)NNC(=O)c3ccc(S(=O)(=O)N4CCCCC4)cc3)c(=O)oc2c1	-11%	-5	0%	?	20	43[activator]	4%[46.1 µM]	-5%	?	1%
O=C(C1CCN(S(=O)(=O)c2ccccc2)CC1)N1CCC1	1%	.	.	4	-4	6	8%	1%	.	-5%
COc1ccc(-c2nc(NC(=O)CSc3nnc4ccccn34)ns2)cc1	7%	0	-1%	7	2	-8	3%	0%	53%[activator]	-10%
Cc1ccc(S(=O)(=O)N2CCOCC2)cc1NC(=O)CN1C(=O)CN(C)C1=O	0%	.	.	-8	17	-22	.	3%	.	8%
CS(=O)(=O)c1ccc(-c2sc3ccccc3c2C#CCCO)cc1	?	.	.	.	-11	-14	3%	?	.	1%
O=C(Oc1cccnc1)c1cc(S(=O)(=O)N2CCCCC2)ccc1Cl	2%	3	0%	-1	5	-10	3%	-2%	3%	-2%
O=C(O)C1C2C=CC3(CN(Cc4ccncc4)C(=O)C13)O2 (stereo not given)	-11%	0	0%	2	8	-4	0%[46.1 µM]	4%	7%	-1%
CC(C)c1cccc(OCCCCN(C)C)c1	11%	0	-3%	-18	17	4	4%	-1%	16%	-3%
CCCn1c(SCC(=O)Nc2ccccc2C(=O)OC)nc2c1c(=O)n(C)c(=O)n2C	0%	4	-5%	6	6	8	-5%	-2%	-2%	1%
CCc1ccc2[nH]c(=O)c(C(c3nnnn3CCOC)N3CCN(c4ccccc4F)CC3)cc2c1 (stereo not given)	?	-25	0%	2	0	4	0%	-5%	20%	1%
CCn1cc(C(=O)OCC(=O)N(C)C2CCS(=O)(=O)C2)c(=O)c2ccc(C)nc21 (stereo not given)	-2%	-3	-1%	-8	2	0	4%	-6%	-7%	-1%
COc1ccc(CC(=O)N[C@@H](CCSC)c2nc3ccccc3[nH]2)cc1	?	3	1%	1	0	8	3%	-4%	7%	-4%
O=C(NC1CCCCCC1)c1c(O)c2ccccc2[nH]c1=O	1%	5	3%	-18	-18	6	3%	3%	4%	-7%
CCOc1ccccc1/C=C/c1onc(C)c1S(=O)(=O)N1CCC(C(=O)NC(C)(C)C)CC1	6%	.	7%	-10	-1	4	-6%	-6%	-2%	0%
COc1ccc(NC(=O)c2cc(=O)[nH]c3ccccc23)cc1	1%	-3	3%	6	13	?	-3%	11%	-3%	-4%
CSc1nsc2nc(=O)c(/C=C3\C(C)=Nc4ccccc43)c(N)n12	?	9	2%	1	-33	-2	-9%	0%	5%	?
O=C1CC(N2CCN(c3ccccc3O)CC2)C(=O)N1Cc1ccccc1 (stereo not given)	?	0	6%	-4	15	10	-7%	1%	-1%	0%
Cn1c2cc(B(O)O)sc2c2cnn(Cc3c(F)cccc3F)c(=O)c21	-2%	.	.	.	-19	.	.	-9%	.	-21%
CCC(CO)Oc1cc(NCc2ccc(C(C)(C)C)cc2)c2ncn(C(C)C)c2c1 (stereo not given)	-8%	.	.	2	-6	-2	-2%	-1%	.	0%
CC(C)(C)c1ccc(C(=O)Nn2c(CCC(=O)O)ccc2-c2cccs2)cc1	18%	5	-3%	11	-38	5	2%	-8%	9%	3%
CCN(C(C)=O)c1ccc(Oc2nc(OC)cc(OC)n2)cc1	-16%	3	5%	-3	18	-2	-1%	6%	3%	2%
Cc1cccc(C(=O)NCC(=O)N2CCN(c3ccccn3)CC2)c1	-5%	.	.	4	.	-10	3%	9%	.	7%
